Screening data as filed in PubChem BioAssay.
Growth percent in the NCI-60 one-dose screen (48 h, 10 µM unless noted): 100 = growth as untreated, 0 = no growth, -100 = all killed.
SF-539 – SF-539 CNS cancer | 6.8% of 81,000 active | AID 1794752
KM12 – KM12 colon cancer cells; 5% of 82,000 active; AID 1794800
HT29 – HT29 colon cancer | 7.4% of 81,000 active
SNB-19 – SNB-19 CNS cancer cells; AID 1794751; 2.5% of 81,000 active
SF-295 – SF-295 CNS cancer cells; 5.6% of 79,000 active
HCC-2998 – HCC-2998 colon cancer. 4.7% of 79,000 active. AID 1794799
SW-620 – SW-620 colon cancer. AID 1794795. 5.2% of 82,000 active
SNB-75 – SNB-75 CNS cancer. 5% of 79,000 active. AID 1794750
SF-268 – SF-268 CNS cancer cells. 3.1% of 82,000 active. AID 1794759
Numbers without * were called inactive; . = no result given; [ ] = remark or other dose. Rule for the calls: active = growth percent below 10; inactive = the rest.

Preview:
Structure	SF-539	KM12	HT29	SNB-19	SF-295	HCC-2998	SW-620	SNB-75	SF-268
COc1cc2cc(CN3CCN(c4nccc(-c5ccc(Cl)cc5)n4)CC3)c(=O)[nH]c2cc1OC	86.3	84.7	77.5	73.0	100.0	100.6	80.6	113.9	87.1
COc1ccc2c(c1)c(-c1nnc(N)nc1-c1cn(C)c3ccccc13)cn2C	91.8	94.6	96.0	93.2	99.5	102.2	94.6	42.9	100.5
O=C(NCCN1CCOCC1)c1cncnc1Nc1ccc(OCc2cccc(F)c2)c(Cl)c1	85.9	102.8	83.5	86.7	106.1	93.1	101.1	66.6	83.9
Cc1ccc(C)c(Oc2c(/C=N/NC(=O)Cn3c(=O)sc4ccccc43)c(C)nn2-c2ccccc2)c1	84.6	65.9	64.7	73.1	46.1	84.5	87.2	62.9	64.1
Cc1ccc(-c2ccc(SCC(=O)NCCc3ccc(S(N)(=O)=O)cc3)nn2)cc1	80.5	88.7	90.4	64.3	71.1	82.7	91.2	.	106.4

Main list, from the start:
Structure	SF-539	KM12	HT29	SNB-19	SF-295	HCC-2998	SW-620	SNB-75	SF-268
COc1cc2cc(CN3CCN(c4nccc(-c5ccc(Cl)cc5)n4)CC3)c(=O)[nH]c2cc1OC	86.3	84.7	77.5	73.0	100.0	100.6	80.6	113.9	87.1
COc1ccc2c(c1)c(-c1nnc(N)nc1-c1cn(C)c3ccccc13)cn2C	91.8	94.6	96.0	93.2	99.5	102.2	94.6	42.9	100.5
O=C(NCCN1CCOCC1)c1cncnc1Nc1ccc(OCc2cccc(F)c2)c(Cl)c1	85.9	102.8	83.5	86.7	106.1	93.1	101.1	66.6	83.9
Cc1ccc(C)c(Oc2c(/C=N/NC(=O)Cn3c(=O)sc4ccccc43)c(C)nn2-c2ccccc2)c1	84.6	65.9	64.7	73.1	46.1	84.5	87.2	62.9	64.1
Cc1ccc(-c2ccc(SCC(=O)NCCc3ccc(S(N)(=O)=O)cc3)nn2)cc1	80.5	88.7	90.4	64.3	71.1	82.7	91.2	.	106.4
COc1cc(C(=O)NNS(=O)(=O)c2ccccc2)cc(OC)c1OC	109.2	115.8	121.3	94.8	118.4	125.4	109.8	.	116.6
CCCCCCN(CCCCCC)C(=O)C(C)O (configuration not stated)	105.7	109.2	101.6	107.0	.	92.0	102.4	96.6	106.9
CCCCn1c(O)c(N=NC(=O)c2ccc(S(N)(=O)=O)cc2)c2ccccc21	95.8	103.6	103.9	94.4	102.6	110.2	99.8	94.1	100.6
COc1cccc(Oc2nc(Nc3ccc(N4CCOCC4)cc3)ncc2NC(N)=O)c1	104.9	89.9	92.9	93.8	101.5	101.1	101.8	80.3	93.9
Nc1nc(Nc2ccc(Cl)cc2)n(Cc2cccc(Br)c2)n1	-86.6*	-0.2*	11.4	-12.3*	-63.2*	-71.6*	-16.5*	-23.9*	-27.4*
NCCCNC1CCCCC1	109.1	104.1	107.7	109.8	.	90.3	100.9	93.9	106.2
O=[N+]([O-])c1cc(S(=O)(=O)c2ccc(F)c([N+](=O)[O-])c2)ccc1F	109.0	80.2	97.0	106.3	111.2	111.9	48.0	97.2	108.2

Structure	SF-539	KM12	HT29	SNB-19	SF-295	HCC-2998	SW-620	SNB-75	SF-268
COC(=O)[C@@H](Cc1c[nH]c2ccccc12)NC(=O)[C@H](Cc1ccccc1)NCc1cccs1	93.2	96.5	101.7	83.9	86.8	107.2	96.5	81.5	97.4
O=C1C=CC(=Nc2cc(Cl)c(O)c(Cl)c2)C=C1Cl	97.2	97.3	95.9	110.4	95.9	101.3	110.8	68.7	93.5
COc1ccc(C2Nc3ncnc(N)c3N=C3c4ccccc4C(=O)C32)cc1 (configuration not stated)	100.3	110.1	98.2	82.2	96.9	104.2	102.6	71.5	84.0
COc1ccc(C2C3=C(COC3=O)N(CCO)c3cc(OC)c(OC)cc32)cc1 (configuration not stated)	105.4	106.2	95.1	109.3	110.2	.	100.8	93.3	100.9
O=C(CNc1nc(-c2ccc(Cl)cc2)cs1)Nc1ccc(-c2nc3ccccc3s2)cc1	97.0	99.0	108.3	98.2	98.6	97.5	99.9	77.8	90.8
COc1cc(C(=O)Nc2ccc3c(c2)OCCO3)cc2c1OCCO2	97.5	106.3	91.4	98.7	99.3	97.5	104.9	111.6	107.9
O=S(=O)(NCCCNc1cc(-c2cn(-c3ccccc3)nc2-c2cccc(O)c2)ccn1)c1cccc(F)c1	45.1	28.2	8.1*	81.6	9.8*	10.3	29.5	49.5	60.7
C=CCn1c(C)nc2cc(Nc3nc(Cl)nc4ccccc34)ccc21	97.4	95.2	98.8	106.8	84.8	100.8	102.3	96.9	89.9
O=S(=O)(O)c1cc(N=Nc2ccccc2)c(O)c2ccccc12	96.5	98.5	105.9	102.7	92.9	99.9	92.3	81.1	93.9
COc1cc(Cn2c(SCC(N)=O)nc3ccccc3c2=O)cc(OC)c1OC	101.7	96.9	105.1	92.7	103.8	113.9	105.1	88.2	97.7
COc1cccc(-c2nc(Nc3ccc(C)c(S(N)(=O)=O)c3)c3ccccc3n2)c1	59.1	25.2	51.3	74.2	31.8	41.0	52.3	93.9	53.5
CC([N+](=O)[O-])S(=O)(=O)c1ccccc1 (configuration not stated)	94.9	107.2	111.6	98.1	99.9	109.0	103.6	84.8	107.9

Structure	SF-539	KM12	HT29	SNB-19	SF-295	HCC-2998	SW-620	SNB-75	SF-268
CN(C)C(CNc1oc(-c2cccc3ccccc23)nc1C#N)c1ccco1 (configuration not stated)	102.0	97.4	72.1	101.1	90.1	105.4	102.9	71.5	91.4
O=C(CSc1ccc(-c2ccc(Br)cc2)nn1)Nc1nc2ccccc2[nH]1	85.5	94.2	124.2	86.5	101.4	106.4	106.2	94.0	102.1
N#CC1=C(N)Oc2ccc(O)cc2C1c1c[nH]c2ccccc12 (configuration not stated)	105.8	98.3	100.1	98.6	107.5	109.2	102.5	87.9	96.3
CC(C)OC(c1cc2c(cc1Br)OCO2)C(C)Br (configuration not stated)	111.4	104.6	102.0	106.1	103.8	103.9	103.7	86.0	99.1
CNc1nc2c(s1)C(c1cc(F)ccc1F)CC(=O)N2 (configuration not stated)	53.8	52.9	82.4	72.2	87.4	88.1	30.9	32.4	79.3
COc1cccc(/C(O)=C2\C(=O)C(=O)N(CCCn3ccnc3)C2c2cc(OC)c3c(c2)OCO3)c1 (configuration not stated)	98.6	101.7	98.9	105.9	101.1	103.7	106.2	93.7	100.2
CCCCC(CC)C(=O)OC(C)C(=O)Nc1ccccc1 (configuration not stated)	92.8	97.4	105.1	105.7	101.9	98.4	105.6	97.6	91.0
C=C(C)[C@@H]1CC[C@]2(C=C(C#N)C#N)CC[C@]3(C)[C@H](CC[C@@H]4[C@@]5(C)CCC(=O)C(C)(C)[C@@H]5CC[C@]43C)[C@@H]12	97.0	92.4	100.7	98.6	94.8	86.6	99.0	99.1	91.9
N#CC1=C(N)Oc2cc3ccccc3cc2C1c1ccc([N+](=O)[O-])cc1 (configuration not stated)	94.9	98.0	101.0	91.7	94.3	101.6	96.5	62.2	86.4
CCC/C(=N/NC(N)=O)C(OC)OC	105.4	97.6	97.0	94.8	106.5	99.1	100.7	86.0	102.3
CCn1cnc(C[C@H](NC(=O)[C@@H](NC(=O)Nc2cc(C(F)(F)F)cc(C(F)(F)F)c2)C(C)C)C(=O)OC)c1	-96.3*[100 µM]	-81.9*[100 µM]	-81.0*[100 µM]	-90.8*[100 µM]	.	-86.3*[100 µM]	-44.1*[100 µM]	-100.0*[100 µM]	-68.4*[100 µM]
COc1cc2cc(Oc3ccc(NC(=O)c4cccc(C(F)(F)F)c4)cc3)c(C)nc2cc1OCCN1CCOCC1	95.8	94.2	93.2	94.1	92.0	100.1	107.6	.	93.5

Reprinted from the part before: 3 entries, followed by the next part.
Structure	SF-539	KM12	HT29	SNB-19	SF-295	HCC-2998	SW-620	SNB-75	SF-268
CCC/C(=N/NC(N)=O)C(OC)OC	105.4	97.6	97.0	94.8	106.5	99.1	100.7	86.0	102.3
CCn1cnc(C[C@H](NC(=O)[C@@H](NC(=O)Nc2cc(C(F)(F)F)cc(C(F)(F)F)c2)C(C)C)C(=O)OC)c1	-96.3*[100 µM]	-81.9*[100 µM]	-81.0*[100 µM]	-90.8*[100 µM]	.	-86.3*[100 µM]	-44.1*[100 µM]	-100.0*[100 µM]	-68.4*[100 µM]
COc1cc2cc(Oc3ccc(NC(=O)c4cccc(C(F)(F)F)c4)cc3)c(C)nc2cc1OCCN1CCOCC1	95.8	94.2	93.2	94.1	92.0	100.1	107.6	.	93.5
COc1ccc(NC(=O)/C=C/c2ccc(NC(=O)N3CCOCC3)cc2)cn1	94.3	107.7	109.8	99.3	103.7	104.1	103.1	100.7	101.1
Cc1cccc(NC(=O)c2ccccc2C)c1	94.1	104.0	106.1	107.3	93.9	99.4	112.5	83.9	99.9
COc1cccc2c(=O)c3c(sc12)c(NCc1ccccc1)nc1ccccc13	87.4	98.2	95.2	95.9	98.7	100.3	101.9	86.3	103.3
COc1cc(CNC(=O)CCCC/C=C/C(C)C)ccc1OCC(=O)NO	96.0	100.2	99.4	97.9	105.5	106.6	103.3	87.8	97.3
C/C(=N\NC(=O)CSc1nc2ccccc2c(=O)n1CCc1ccc(S(N)(=O)=O)cc1)c1cccnc1	92.6	95.8	107.9	97.5	100.6	105.3	99.1	93.6	90.6
COc1cc(CC(=O)c2ccc(O)c(OC)c2)ccc1O	103.3	102.9	94.3	98.2	98.9	102.8	102.0	96.8	102.0
O=C(NCN1C(=O)c2cccc3cccc(c23)C1=O)N1CCOCC1	101.1	102.1	96.2	101.2	98.4	105.1	101.4	87.0	99.2
O=C1c2ccccc2C(=O)c2c(OCCN3CCCCC3)cccc21	100.0	100.6	58.1	94.3	104.5	93.1	74.2	88.3	97.9
Oc1cccc2c1CCCC2O (configuration not stated)	99.6	100.5	105.8	103.7	.	98.2	97.3	79.6	97.3
S=c1c2ccccc2c(=S)n(-c2ccccc2)n1-c1ccccc1	94.5[100 µM]	99.9[100 µM]	104.0[100 µM]	93.4[100 µM]	90.4[100 µM]	119.2[100 µM]	102.1[100 µM]	83.9[100 µM]	97.0[100 µM]
COc1cccc(OCC(O)CN2CCN(c3ccccc3)CC2)c1 (configuration not stated)	100.4	112.2	102.8	105.1	113.3	106.2	112.2	96.5	106.2
CC(=O)[C@@]1(O)[C@H](O)C[C@H]2[C@@H]3CCC4=CC(=O)C=C[C@]4(C)[C@@]3(F)[C@@H](O)C[C@@]21C	91.9	103.0	111.8	108.0	.	101.7	109.5	116.2	92.4

Structure	SF-539	KM12	HT29	SNB-19	SF-295	HCC-2998	SW-620	SNB-75	SF-268
O=C(NC(=S)N1CCN(c2ncnc3c2cnn3-c2ccccc2)CC1)c1ccc(Cl)cc1	11.2	87.3	79.1	28.2	34.2	82.6	68.9	2.3*	41.2
C[N+](C)(C)CCOC(=O)C1CCC[N+](C)(Cc2ccccc2Cl)C1 (configuration not stated)	102.3	97.1	103.4	99.1	99.1	104.6	96.6	89.4	96.0
O=C(CCCl)OCc1ccc([N+](=O)[O-])o1	104.5	100.2	94.6	107.1	101.0	92.8	109.0	100.2	94.7
CCCCCCCCCCCCCCCCNC(=S)N/N=C/c1cccc(OC)c1OC	98.9	99.3	93.8	108.0	105.4	101.9	105.7	95.7	106.0
Cc1nc2sc(C(=O)Nc3ccccc3)c(N)c2cc1C(O)c1ccccc1 (configuration not stated)	-5.4*	18.3	11.9	23.5	4.7*	15.4	24.1	36.9	47.9
CCOC(=O)C(C)(C)C(=O)OCC	108.6	102.4	103.5	103.2	102.3	118.1	105.6	92.1	105.9
Cc1cc(=O)n2n1-c1ccc3ccccc3c1NC2c1ccc2c(c1)OCO2 (configuration not stated)	99.0	98.7	112.9	95.4	96.9	105.3	97.0	73.5	103.4
OCc1ccccc1CC(O)C(O)c1ccccc1 (configuration not stated)	92.5	103.7	106.0	94.1	100.2	102.2	105.3	102.7	100.5
O=c1c(-c2nc3ccccc3[nH]2)cc2ccccc2n1Cc1cn(Cc2ccc(F)cc2)nn1	-55.9*	9.7*	2.5*	21.8	1.7*	-14.5*	22.1	-19.2*	29.4
Cc1ccc2c3c(c(=O)[nH]c2c1)C(c1ccc(Cl)cc1)c1c(ncn2nc(C)nc12)O3 (configuration not stated)	101.5	99.9	97.8	94.7	100.4	111.7	96.8	.	95.0
CCc1nc(N)c(C)c(CC)n1	106.8	102.0	117.7	109.7	116.2	125.4	108.7	91.3	107.6
Cc1cc(N2CCOCC2)nc(N(CCCNc2ccnc3cc(Cl)ccc23)Cc2ccco2)n1	-2.6*	33.3	-2.7*	20.4	16.6	87.9	21.4	51.6	50.7

Structure	SF-539	KM12	HT29	SNB-19	SF-295	HCC-2998	SW-620	SNB-75	SF-268
O=c1[nH]c(=O)n(C2OC(CO)C(O)C2O)cc1N1CCOCC1 (configuration not stated)	100.5	107.2	102.3	100.5	126.5	104.9	110.3	78.6	105.5
O=C(Nc1nc2ccc(Cl)cc2s1)c1ccc(Cl)cc1	88.3	102.6	107.3	125.3	87.0	107.0	103.8	100.7	112.5
CCOC(=O)/C(=C/c1ccc(OC)cc1)N(CC)CC	107.5	104.4	108.9	103.4	101.4	110.6	102.7	.	100.1
Fc1ccc(-c2nc(C(Cl)Cl)nc3cc(-c4ccccc4)nn23)cc1	32.8	-12.0*	-9.7*	3.8*	6.4*	-34.7*	-35.7*	-14.7*	24.0
Oc1ccccc1/C=C/c1nc2ccccc2n2c(-c3ccc(Cl)cc3)nnc12	72.9	52.9	73.0	78.5	142.6	77.8	61.1	80.0	55.2
NNC(=O)c1cccs1	107.5	100.4	101.3	106.7	104.6	104.0	101.6	80.4	100.2
Cc1cc(Nc2nc(N3CCNCC3)nc3ccccc23)n[nH]1	79.4	26.7	82.1	100.5	88.0	92.4	103.3	-16.6*	90.6
N#C/C(=C\c1ccc(-c2cc(Cl)ccc2Cl)o1)c1nc2ccccc2c(=O)[nH]1	94.1	97.7	102.9	94.1	100.5	97.2	104.9	90.0	98.1
CN(/C=C(\C#N)S(=O)(=O)c1ccccc1)Cc1ccccc1	.	93.4	99.0	97.4	118.5	104.2	104.4	91.3	106.8
